# Source: PubChem (National Center for Advancing Translational Sciences (NCATS))
# AmpC no deterg = qHTS Inhibitors of AmpC Beta-Lactamase (assay without detergent); AmpC nitrocefin hydrolysis, absorbance 480 nm, 0.0001% Triton; Potency, µM (doses to about 57.1 µM), without a hit: at the highest dose activity change, negative = inhibition, most hits filed as inhibitors; actives 0.52% (n = 330,000); AID 485341, 2010;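 note: potency is the fitted concentration of half-maximal effect; plate controls were no compound for no effect and no enzyme for full effect; nearly all actives have a fitted effect of over 20% in size; some results filed as inactive show a strong effect at the top dose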
# Target sequence (P00811 whole entry, looked up): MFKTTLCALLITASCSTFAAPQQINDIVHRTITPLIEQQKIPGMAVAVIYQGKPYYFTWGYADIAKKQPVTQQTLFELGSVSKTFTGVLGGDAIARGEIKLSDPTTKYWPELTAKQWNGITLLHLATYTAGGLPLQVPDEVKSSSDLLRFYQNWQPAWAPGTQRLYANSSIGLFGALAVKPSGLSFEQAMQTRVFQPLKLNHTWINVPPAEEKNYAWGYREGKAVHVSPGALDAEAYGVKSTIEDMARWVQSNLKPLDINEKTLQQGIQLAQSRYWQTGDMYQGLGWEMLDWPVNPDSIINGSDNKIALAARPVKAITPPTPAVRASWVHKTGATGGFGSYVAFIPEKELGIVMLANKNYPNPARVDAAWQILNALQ
#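 20 mM phosphate pH 7.0 + 0.01% (detergent screen) or 0.0001% Triton X-100; 5.3 nM AmpC reagent; cpd preinc 15 min RT; nitrocefin (800 uM stock) to start; A480 q20 s × 4 min; Activity was normalised to no-enzyme and no-compound control wells.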
# HCMV antiviral = qHTS Assay for inhibitors of the human cytomegalovirus (HCMV) | HFF cells, HCMV-luciferase reporter, 72 h; hits give low values | activity change, negative = inhibition, % at 57.5 µM | actives 4.5% (n = 410,000); in the data active = activity change below about -60%; inconclusive = no clear call, values can overlap the other calls; inactive = above about -39%
#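 Human foreskin fibroblasts infected with luciferase-reporter HCMV at MOI 1 PFU/cell, compounds at two doses. Luciferase measured 72 h post infection; normalized to buffer-only basal and Salinomycin (10uM) controls.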
# TbPYK inhibitor = qHTS of Trypanosoma Brucei Inhibitors | pyruvate kinase (Trypanosoma brucei), Q57TT1 | TbPYK enzyme, Kinase-Glo Plus ATP luminescence, 45 min | Potency, µM (highest dose often 76.8 µM), for inactives: top-dose activity, negative = inhibition, hits mostly inhibitors | actives 0.12% (n = 410,000); note: potency is the fitted concentration of half-maximal effect; nearly all actives have a fitted effect of over 50% in size
#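 Enzyme and substrate buffer are dispensed first and compound is pin-transferred. ADP at 130 uM final then starts the reaction, which runs 45 min at room temperature. Detection reagent is added for 10 min before luminescence is imaged.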
# AmpC detergent = qHTS Inhibitors of AmpC Beta-Lactamase (assay with detergent); P00811; AmpC hydrolysis of nitrocefin, absorbance 480 nm, 0.01% Triton; Potency, µM (top dose mostly 114 µM), without a hit: top-dose activity change, negative = inhibition, usual class: inhibitors; actives 0.041% (n = 370,000);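 note: potency is the fitted concentration of half-maximal effect; 0% = no-compound wells and -100% = no-enzyme wells; nearly all actives have a fitted effect of over 25% in size; some results filed as inactive show a strong effect at the top dose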
#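 AmpC (5.3 nM in the dispensed reagent) in 20 mM phosphate pH 7.0 with 0.01% (detergent screen) or 0.0001% Triton X-100 was preincubated with compounds for 15 min at room temperature. Nitrocefin was then added from an 800 uM solution, and hydrolysis was followed at 480 nm.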
# LmPK inh = qHTS Assay for Inhibitors of Leishmania Mexicana Pyruvate Kinase (LmPK); Potency, µM (titrated, usually from 57.5 µM), for inactives: at the top dose activity change, negative = inhibition, usual class: inhibitors; AID 1721, 2009; purified LmPK, Kinase-Glo ATP luminescence, 1 h; actives 0.37% (n = 290,000); Q27686; note: potency is the fitted concentration of half-maximal effect
# Target sequence (Q27686 whole entry, looked up): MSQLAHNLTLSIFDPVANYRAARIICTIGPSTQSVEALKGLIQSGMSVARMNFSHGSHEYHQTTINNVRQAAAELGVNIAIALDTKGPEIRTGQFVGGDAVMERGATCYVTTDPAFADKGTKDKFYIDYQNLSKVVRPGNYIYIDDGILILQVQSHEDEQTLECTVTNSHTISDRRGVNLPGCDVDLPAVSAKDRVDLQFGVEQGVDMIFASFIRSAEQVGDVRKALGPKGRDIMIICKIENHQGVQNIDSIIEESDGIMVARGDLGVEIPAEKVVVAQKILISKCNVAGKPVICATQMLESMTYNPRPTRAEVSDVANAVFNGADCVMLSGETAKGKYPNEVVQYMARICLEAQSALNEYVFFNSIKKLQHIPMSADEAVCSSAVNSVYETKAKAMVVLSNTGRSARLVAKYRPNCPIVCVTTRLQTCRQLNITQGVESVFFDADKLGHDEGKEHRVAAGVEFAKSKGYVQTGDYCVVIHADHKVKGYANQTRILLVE
#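 Pyruvate kinase activity monitored as ATP production (luciferase luminescence). Conditions: 0.1 nM enzyme, 0.5 mM PEP, 0.1 mM ADP, 1 h, RT; normalized against uninhibited and no-enzyme wells.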
# AMA1 RON2 block = qHTS for Inhibitors of AMA1-RON; Towards Development of Antimalarial Drug Lead: Primary Screen; AlphaScreen AMA1-biotinylated RON2 peptide binding; AID 720542, 2013; actives 0.2% (n = 360,000); Potency, µM (doses to about 58.2 µM), without a hit: at the top dose activity change, negative = inhibition, usual class: inhibitors;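 note: potency is the fitted concentration of half-maximal effect; 0% = vehicle wells and -100% = peptide control; nearly all actives have a fitted effect of over 45% in size; some results filed as inactive show a strong effect at the top dose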
#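 AMA1 (3D7) with his tag at 25 nM final met compounds first, then biotinylated RON2 peptide at 25 nM; detection used donor plus acceptor beads, 10 µg/mL apiece, read by AlphaScreen after 30 min at room temperature.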
# Sm TGR block = qHTS Assay for the Inhibitors of Schistosoma Mansoni Peroxiredoxins; Schistosoma mansoni thioredoxin glutathione reductase (TGR), Q962Y6; purified TGR, DTNB reduction, TNB absorbance 405 nm; Potency, µM (titrated, usually from 114 µM), for inactives: at the top dose activity change, negative = inhibition, hits mostly inhibitors; actives 3% (n = 360,000); AID 485364, 2010; note: potency is the fitted concentration of half-maximal effect; nearly all actives have a fitted effect of over 60% in size
#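 TGR 20 nM + NADPH 100 uM (dispensed conc.), cpd preinc 15 min RT; start with NADPH (500 uM addition) then DTNB (15 mM addition). Kinetic TNB absorbance, 405 nm filter. Four-parameter Hill fit across titration.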
# * = called active by the depositor; ? = inconclusive; . = not tested or not shown; [ ] = another dose, or the depositor's remark. Unless noted, calls come from the whole dose curve; as a rule, active = well fitted curve in the direction sought with a large enough effect; inconclusive = small, poorly fitted or top-dose-only effect, or another doubt; inactive = no such curve, though single readings can be large; an effect the other way counts as inactive or inconclusive. Unless noted, % is set by controls: 0 for no effect and ±100 for the full control effect. Not a hit list. Share with any hit: about 7.4%.
SMILES,AmpC no deterg,HCMV antiviral,TbPYK inhibitor,AmpC detergent,LmPK inh,AMA1 RON2 block,Sm TGR block
Cn1c(=O)oc2cc(S(=O)(=O)N3CCCC(C(=O)N4CC=C(c5ccccc5)CC4)C3)ccc21 (centres undefined),76.5%[activator],.,.,-9.3%,8.7%,.,?
Cc1nc2cc(NC(=O)NC(C)(C)C)ccc2n1C,-19.9%,-33.8,6.5%,1.3%,-0.3%,1.7%,0.0%
O=C(NCC(F)(F)F)c1csc([C@@H]2O[C@H](CO)[C@H](O)[C@H](O)[C@H]2O)n1,.,4.0,4.5%,.,.,-1.3%,.
COc1ccc(NS(=O)(=O)c2ccc(O)c(NC(=O)c3ccc(S(=O)(=O)N4CCCCCC4)cc3)c2)cc1,?,15.5,-0.8%,-7.2%,5.2%,5.2%,13.0%
CSc1nc2nc3c(cc2c(=O)n1-c1ccc(C)cc1)COC(C)(C)C3,28.4%,-17.4,-2.6%,-0.6%,-2.6%,0.9%,-0.8%
Cc1ccc(C2CCN(C(=O)Nc3ccc(Cl)c(Cl)c3)C2)cc1 (centres undefined),.,2.9,5.2%,-7.0%,.,.,2.4%
Cc1cccc(NC(=O)C2CC(O)CN2C(=O)OCc2ccccc2)c1 (centres undefined),25.7%,31.2,-10.7%,-12.5%,1.8%,1.6%,14.3%
COc1ccc(C2=NS(=O)(=O)N(C)C(C(=O)N3CCCCC3)=C2)cc1OC,52.9%,-19.4,-9.8%,5.7%,-0.2%,-1.4%,1.5%
O=C(COC(=O)c1ccc(O)cc1O)c1ccc(Cl)cc1,-23.6%,45.6,0.2%,?,.,8.5%,-0.7%
O=C1/C(=C\c2ccccc2)C2OCC=C3CN4CCC56c7ccccc7N1C5C2C3CC46 (centres undefined),-9.4%,-29.5,-0.7%,-5.9%,2.8%,-5.7%,-8.6%
C=CCN(CC=C)CCCOc1ccc(Br)cc1Cl,1.9%,-29.2,-4.1%,10.4%,1.6%,-17.1%,-1.6%
CCCSc1nc2c(c(=O)n(C)c(=O)n2C)n1Cc1ccc(C)cc1,-4.5%,-29.8,1.7%,1.4%,1.2%,0.0%,6.8%
CCOC(=O)CN1N=C(/C=C/c2ccc(OCC)cc2)CCC1=O,89.1%[activator],-6.1,-6.2%,?,6.7%,-21.3%,1.1%
O=C(NCC(c1cccs1)N1CCOCC1)c1cn(-c2ccccc2)nc1-c1ccc(Cl)cc1 (centres undefined),-17.7%,.,-2.9%,-15.0%,.,-14.3%,8.2%
CCc1nnc(SCc2nc(-c3ccc(OC)c(OC)c3)oc2C)c2cc3sc(C)cc3n12,.,-14.3,-7.1%,-8.6%,.,.,-8.2%
COc1ccccc1CCNC(=O)c1cc2ccccn2n1,.,0.0,5.9%[15.4 µM],-11.4%,.,.,-5.5%
CC(=O)C1=C(O)C(=O)N(c2cc(C(C)(C)C)on2)C1c1ccc(C(C)C)cc1 (centres undefined),-22.6%,.,-8.2%,?,8.5%,10.2%,14.4%
O=C(OCc1cn([C@@H]2C[C@H](c3ccc(Cl)cc3)N(C(=O)C3CCCCC3)C[C@H]2O)nn1)c1ccccc1,.,18.5,-7.9%,.,.,-11.7%,.
COC(=O)C1=C(C)NC(C)=C(C(=O)OC)C1c1ccc(-c2cc(Cl)ccc2Cl)o1,-42.7%,-27.6,-7.9%,8.6%,1.5%,10.7%,-33.6%
O=[N+]([O-])c1ccc(C[n+]2ccccc2)cc1,2.7%,-5.4,-3.9%,-9.0%,.,0.7%,-6.5%
Cc1cc(C(=O)Nc2nnc(-c3ccccc3)s2)no1,-15.1%,48.9,-22.5%,?,-25.8%,5.2%,-3.7%
N#CC1=C(N)Oc2n[nH]c(-c3ccccn3)c2C1c1c(F)cccc1Cl (centres undefined),-37.2%,51.3,-1.0%,3.2%,6.1%,108.7%[activator],0.0%
CC1=C(C(=O)NCc2ccc(Cl)cc2)C2(CCCCC2)OC1=O,.,3.2,-10.6%,-3.8%,.,.,-4.9%
CC1C(=O)N2CCCc3cc(NC(=O)c4ccccc4C(F)(F)F)cc1c32 (centres undefined),-10.4%,-12.2,0.7%,-18.9%,.,1.1%,-0.3%
COCCCN1C(=O)C(CC(=O)NCCCN(C)C)CC(C(=O)N2CCOCC2)=C1C (centres undefined),.,-8.7,-0.1%,.,.,0.1%,.
CN(CC(=O)Nc1cccnc1)S(=O)(=O)c1ccc(Br)cc1,6.4%,20.1,4.8%,2.0%,-3.6%,5.7%,-5.9%
O=[N+]([O-])c1ccc(NN=Cc2ccccc2)nc1,.,51.6,-6.4%,.,.,54.7%[activator],.
COc1ccc(-c2nc3ccccc3s2)cc1NC(=O)c1cc2ccccc2o1,.,50.2,4.2%,29.6%,.,.,-2.8%
C/C(=N\OCC(=O)Nc1cc(C)cc(C)c1)c1ccc2c(c1)OCCO2,-29.2%,53.5,-5.2%,-14.6%,7.6%,10.1%[11.6 µM],0.5%
COP(=O)(OC)c1ccc(NCc2cc(O)ccc2O)cc1,.,?,-22.4%,.,.,-23.7%,.

# 4 records drawn at random from the list so far, as already listed:
SMILES,AmpC no deterg,HCMV antiviral,TbPYK inhibitor,AmpC detergent,LmPK inh,AMA1 RON2 block,Sm TGR block
CN(CC(=O)Nc1cccnc1)S(=O)(=O)c1ccc(Br)cc1,6.4%,20.1,4.8%,2.0%,-3.6%,5.7%,-5.9%
O=C(OCc1cn([C@@H]2C[C@H](c3ccc(Cl)cc3)N(C(=O)C3CCCCC3)C[C@H]2O)nn1)c1ccccc1,.,18.5,-7.9%,.,.,-11.7%,.
O=C1/C(=C\c2ccccc2)C2OCC=C3CN4CCC56c7ccccc7N1C5C2C3CC46 (centres undefined),-9.4%,-29.5,-0.7%,-5.9%,2.8%,-5.7%,-8.6%
COc1ccc(C2=NS(=O)(=O)N(C)C(C(=O)N3CCCCC3)=C2)cc1OC,52.9%,-19.4,-9.8%,5.7%,-0.2%,-1.4%,1.5%

# Other records follow:
SMILES,AmpC no deterg,HCMV antiviral,TbPYK inhibitor,AmpC detergent,LmPK inh,AMA1 RON2 block,Sm TGR block
CCCC(=O)Nc1cccc(-c2nc3ccccc3o2)c1,?,46.2,2.0%,-8.4%,3.2%,13.4%,3.8%
Cc1nn(C)c(C)c1CN(Cc1nc(-c2ccc(F)cc2F)oc1C)C1CC1,147.9%[activator],?,-0.8%,-0.2%,1.2%,-7.6%,-34.8%
O=C(CCCOc1ccccc1)N1CCN(C(=O)c2ccco2)CC1,-7.5%,65.5,4.2%,?,4.7%,8.5%,-5.9%
COc1ccc(CCNC(=O)/C=C/c2ccc3ccccc3n2)cc1OC,7.9%,-99.6*,2.7%,5.2%,-2.6%,4.1%,1.3%
O=C1Nc2ccccc2C(O)(C(=O)NCc2ccc3c(c2)OCO3)N1c1ccc(Cl)c(Cl)c1 (centres undefined),-10.1%,19.0,3.4%,?,1.2%,11.8%,5.1%
COc1ccc(CCNC(=O)Cn2c(=O)c3sccc3n(CC(=O)Nc3cccc(C(F)(F)F)c3)c2=O)cc1OC,.,-3.4,-7.7%,23.4%,.,.,0.3%
C/C(N)=C(/C#N)C(=O)CN1CCCCC1,-30.9%,-34.1,3.9%,-21.5%,-0.7%,55.3%[activator],-19.8%
COc1ccc(CNC(=O)C2CCCN(Cc3nc(-c4cccc(C)c4)oc3C)C2)cc1 (centres undefined),193.0%[activator],0.4,0.4%,0.4%,-2.5%,-5.2%,-6.7%
Cc1ccc(CS(=O)(=O)CCC(=O)NC2CC2)cc1,-14.9%,-21.8,-0.1%,-11.0%,0.5%,-3.7%,?
CCc1ccc(-c2nc(CS(=O)CC(=O)NCc3ccccc3)c(C)o2)cc1 (centres undefined),75.0%[activator],?,-5.0%,-1.9%,-4.4%,-12.6%,8.91µM*
O=C1Nc2ccccc2C12OCCO2,-24.3%,-24.3,-3.9%,-13.2%,1.6%,-0.8%,?
Nc1ncccc1C(=O)OCC(=O)NC1CCCCCC1,-5.9%,?,-4.8%,1.5%,.,24.1%,-17.9%
CCc1cc(C(=O)OC)c(NC(=O)CCCC(=O)O)s1,-19.3%,36.0,-7.3%,-8.7%,-4.0%,-4.8%,-10.2%
O=C(CNCc1ccco1)Nc1ccc(N2CCCCCC2)cc1,4.3%,1.7,4.7%,-8.9%,12.6%,?,-4.5%
CCCCn1c(-c2ccc(Cl)cc2)nc2c(=O)n(C)c(=O)[nH]c21,-17.5%,34.4,2.7%,4.4%,6.6%,12.0%,-2.7%
Oc1c(C(c2ccc(F)cc2)N2CCN(Cc3ccccc3)CC2)sc2nc(-c3ccco3)nn12 (centres undefined),.,-3.0,4.3%,-0.9%,.,.,4.6%
C/C(=N\O)c1ccc(N2C(=O)C3CC=C(Cl)CC3C2=O)cc1 (centres undefined),-10.6%,106.3,2.8%,?,-1.0%,4.9%,0.1%
CC1(C)CC(=O)C(C(C2=C(O)CC(C)(C)CC2=O)c2cccs2)C(=O)C1 (centres undefined),-13.8%,.,?,-4.2%,4.5%,-4.0%,?
Cc1cnc(C(=O)OCC(=O)Nc2sc3c(c2C(N)=O)CCCC3)cn1,-11.0%,-25.3,-13.0%,-0.4%,.,5.1%,-11.4%
CCCN(C(=O)c1nn(-c2ccc(C)cc2)c(=O)c2c1c1ccccc1n2C)c1ccccc1C,.,18.4,-0.4%,0.5%,.,.,0.2%
COc1ccccc1C=C(C(=O)c1ccccc1)c1ccccc1,.,-20.0,-12.8%,.,.,21.9%,.
CC(C)c1ccc(/C=C/c2ccc(=O)n(C)n2)cc1,65.3%[activator],134.7,0.1%,?,-17.3%,5.6%,11.0%
CC(=O)N(C(C)=O)c1nc(-c2ccccc2)cn1/N=C/c1cccc([N+](=O)[O-])c1,3.1%,-9.1,1.2%,-7.1%,0.3%,5.7%,-7.5%
O=C1CC(c2ccccc2)Cc2[nH]c(=O)c(C(=O)Nc3cccc(Cl)c3)cc21 (centres undefined),.,-10.0,6.8%,-0.6%,.,.,15.8%
COc1ccc(OC)c(CNS(=O)(=O)c2ccc(-c3coc(C)n3)cc2)c1,.,-20.6,2.6%,6.2%,.,.,-3.2%
